# Source: PubChem BioAssay
# tim10-1 inh: growth inhibitors of tim10-1 mutant yeast | S. cerevisiae tim10-1 ts strain growth, BacTiter-Glo, 24 h | inhibition, % at 20 µM | hit rate 2.2% among 330,000 | AID 463190;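 active = inhibition of at least 40%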;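 note: mutant grown at 25 °C; 0% = DMSO wells with yeast and 100% = wells holding no yeast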
# Jurkat NFkB inh: inhibitors of the PMA/ionomycin-induced NF-kB reporter in Jurkat cells. PMA/ionomycin-induced NF-kB luciferase reporter, luminescence. inhibition, % at 4 µM. hit rate 0.53% among 330,000. AID 435003; in the data active = inhibition above about 50%
# TIM10 inh: growth inhibitors of TIM10 yeast strain | S. cerevisiae TIM10 strain growth, BacTiter-Glo luminescence, 24 h | inhibition, % at 10 µM | hit rate 1.4% among 330,000;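 active = inhibition of 40% or more at the single tested concentration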;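 note: wild-type TIM10 isogenic control strain grown at permissive 25 °C; 0% = DMSO yeast wells and 100% = minimal medium wells without yeast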
# tim23-1 inh: tim23-1 yeast growth inhibition; hit rate 1.3% among 330,000; S. cerevisiae tim23-1 growth, BacTiter-Glo luminescence, 24 h; inhibition, % at 20 µM;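 active = growth inhibition of the mutant yeast at or above 50%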;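 note: temperature-sensitive mutant grown at 25 °C; plate controls were DMSO-treated mutant yeast for no effect and medium wells lacking yeast for full effect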
# UPR CHOP act: activators of apoptotic arm of unfolded protein response (CHOP); CHO-CHOP luciferase reporter, UPR activation, luminescence; percent of tunicamycin response over DMSO baseline; activation, % at 10 µM; hit rate 0.34% among 330,000; AID 449763;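 active = at 10 µM dose, activation of 40% or more, normalized to positive control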;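 note: 100% = tunicamycin at 10 µg/mL and 0% = DMSO alone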
#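 Test system: CHO CHOP reporter cells. Input: 500 CHO-CHOP cells per well. Medium: F12 with 10% FBS. Technique: luciferase luminescence. Measure: percent activation relative to tunicamycin control. Dosing: 10 µM compound, 0.5% DMSO. Timing: 16-18 h cell attachment, then 6 h compound exposure, 37 °C.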
# Mdm2-MdmX inh: human Mdm2/MdmX binding inhibition; O15151+Q00987; SaOS-2 split-luciferase Mdm2/MdmX complementation, luminescence; inhibition, % at 8 µM; hit rate 3% among 330,000; AID 485346;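 active = inhibition of at least 50% at 8 µM in the primary screen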
# Target sequence (O15151 whole entry, looked up): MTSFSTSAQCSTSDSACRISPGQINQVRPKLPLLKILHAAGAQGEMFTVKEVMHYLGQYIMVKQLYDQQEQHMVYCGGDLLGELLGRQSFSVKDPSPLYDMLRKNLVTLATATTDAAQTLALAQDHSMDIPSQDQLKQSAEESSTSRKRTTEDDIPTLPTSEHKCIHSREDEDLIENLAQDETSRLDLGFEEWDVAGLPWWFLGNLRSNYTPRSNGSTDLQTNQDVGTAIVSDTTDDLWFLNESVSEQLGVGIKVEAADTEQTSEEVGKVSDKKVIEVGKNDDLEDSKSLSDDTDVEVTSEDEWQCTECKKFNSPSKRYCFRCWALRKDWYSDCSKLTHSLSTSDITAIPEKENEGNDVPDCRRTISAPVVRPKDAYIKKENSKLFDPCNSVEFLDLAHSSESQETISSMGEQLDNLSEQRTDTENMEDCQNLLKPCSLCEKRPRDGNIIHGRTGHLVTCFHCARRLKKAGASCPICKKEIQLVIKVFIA
# Target sequence (Q00987 whole entry, looked up): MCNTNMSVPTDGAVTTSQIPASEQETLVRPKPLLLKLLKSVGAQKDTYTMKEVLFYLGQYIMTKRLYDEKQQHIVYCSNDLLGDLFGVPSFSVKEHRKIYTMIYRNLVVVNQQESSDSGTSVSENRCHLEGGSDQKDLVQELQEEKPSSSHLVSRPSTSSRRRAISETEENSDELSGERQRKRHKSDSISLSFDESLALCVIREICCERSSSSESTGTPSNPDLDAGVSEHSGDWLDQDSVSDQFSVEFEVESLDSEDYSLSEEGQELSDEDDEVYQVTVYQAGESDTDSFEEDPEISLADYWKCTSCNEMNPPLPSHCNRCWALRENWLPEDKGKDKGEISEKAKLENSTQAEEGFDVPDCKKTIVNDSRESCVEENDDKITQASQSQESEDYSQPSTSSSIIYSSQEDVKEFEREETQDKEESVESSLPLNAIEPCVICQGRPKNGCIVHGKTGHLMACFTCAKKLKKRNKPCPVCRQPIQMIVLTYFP
# 697 NFkB inh: lowers PMA/ionomycin-induced NF-kB signal in 697 B cells; inhibition, % at 4 µM; 697 B-cell NF-kB luciferase reporter, 16 h; AID 435022; hit rate 0.33% among 330,000; in the data active = inhibition above about 35%
# UPR XBP1 act: adaptive UPR (XBP1) activation. CHO-XBP1 luciferase reporter, IRE1-XBP1 UPR activation, luminescence; percent of tunicamycin response, DMSO as zero. activation, % at 20 µM. hit rate 0.33% among 330,000;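 active = versus positive control, 20 µM dose yields 30% or more activation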;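 note: 100% = tunicamycin at 10 µg/mL and 0% = DMSO only wells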
#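 Test system: CHO-XBP1 luciferase reporter cells | Buffer or medium: Serum-containing F12 medium, 10% FBS | Schedule: 6 h compound exposure at 37 °C, 5% CO2 | Detection: Steady-Glo luciferase glow luminescence, 10 min after reagent addition | Read-out basis: Activation, % of tunicamycin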
# The depositor's hits bear a star. Outcome played no part in choosing rows. About 6.6% of those tested had a hit in this group.
SMILES,tim10-1 inh,Jurkat NFkB inh,TIM10 inh,tim23-1 inh,UPR CHOP act,Mdm2-MdmX inh,697 NFkB inh,UPR XBP1 act
COc1cccc(NC(=O)CN(C)C(=O)c2cc(-c3cccc(Br)c3)nc3ccccc23)c1,20,-5,14,7,3.8,70*,7,-2
CN(C)S(=O)(=O)c1cccc(NC(=O)CSc2nnnn2-c2ccccc2)c1,-5,3,-35,-7,-1.2,10,-3,-3
C/C(N)=C(/C#N)C(=O)COC(=O)COc1ccc(Cl)cc1,0,4,3,9,1.8,-9,17,0
COCCNc1nc(C)cc(-c2cc(C(=O)NCc3ccccc3)on2)n1,18,-6,5,18,-2.7,22,13,-1
COc1ccc2c(c1)c(C(=O)N/N=C/c1cccs1)c(C)n2C,45*,16,24,48,1.2,20,8,-5
O=C(N1CCOCC1)N1CCN(C(=O)N(c2ccccc2)c2ccccc2)CC1,9,5,7,14,1.2,12,24,1
c1coc(-c2nnc(-c3ccc4c(c3)OCO4)o2)c1,-25,-105,-2,10,0.7,-54,-72,0
O=c1c2cc(N3CCOCC3)ccc2[nH]c(=S)n1Cc1cccc(Cl)c1,-4,-7,12,3,0.6,29,-46,13
COc1ccc(C(=O)OCn2nnc3ccccc3c2=O)cc1,-28,1,-20,9,-0.4,16,5,-1
Cc1ccc(S(=O)(=O)NCCC(c2ccc(F)cc2)c2ccco2)cc1 (stereo not drawn),7,10,-3,13,-0.4,11,-6,-2
Nc1c(C(=O)C2CC2)sc2nc(-c3cccs3)cc(C(F)(F)F)c12,32,-45,5,29,-3.5,3,-46,1
COc1ccc(NC(=O)CN(Cc2ccccc2)Cc2ccccc2)cc1S(N)(=O)=O,20,7,14,3,0.4,2,-11,0
Cc1ccc(C)c(C(=O)NCCN(C)C)c1,5,7,11,7,0.3,18,17,-2
CCc1nnc(NC(=O)CN2CCN(S(C)(=O)=O)CC2)s1,-2,13,9,-3,0.2,4,10,0
Cc1nn(-c2ccccc2)c(Cl)c1C(=O)NCC(=O)O,4,0,11,8,-0.9,-21,-9,-1
O=c1[nH]c2cc3c(cc2cc1CN(CC1CCCO1)S(=O)(=O)c1ccccc1)OCCO3 (stereo not drawn),4,-6,3,4,0.1,16,1,-4
CNC(=O)C(=O)N/N=C/c1ccccn1,33,-1,1,9,-1.5,4,-12,1
Cc1cc(C)c(S(=O)(=O)N2CCCC2CNC(=O)c2ccc3c(c2)OCO3)c(C)c1 (stereo not drawn),22,7,-5,23,1.7,20,15,-2
CCOC(=O)N1CCC(NC(=O)CCC(=O)N2CCOc3ccc(C)cc32)CC1,-5,14,10,4,-0.6,4,15,-2
O=C(Nc1ccc(N2CCN(C(=O)c3ccccc3)CC2)cc1)c1cccs1,20,-4,19,33,3.7,14,-2,3
C=CCn1c(-c2cccnc2Cl)nc2ccccc21,10,-11,4,9,-1.0,-21,-20,27
O=C(Nc1cccnc1Cl)c1cc(-c2ccco2)on1,12,-25,18,10,0.8,-47,10,5
CC(C)CCNC(=O)C12CN(Cc3ccccc3)CC1C(c1cccc([N+](=O)[O-])c1)=NO2 (stereo not drawn),13,10,4,26,3.6,15,13,-2
Cc1nc2sc(C(c3ccco3)N3CCOCC3)c(O)n2n1 (stereo not drawn),-19,-12,-5,0,0.0,-8,-24,-3
O=C(c1ccccc1)N1CCN=C1c1ccccc1,7,-18,-7,-3,1.5,-20,7,-2
CCOC(=O)C1=C(C)NC(C)=C(C(=O)OCC)C1c1ccc(Br)o1,20,-17,-16,20,4.2,3,-31,-2
CN(C)c1ccc(-c2nnc(-c3ccc(S(=O)(=O)C(F)F)cc3)o2)cc1,-7,-45,-7,-17,0.4,10,-78,0
COc1ccc(-c2ccccc2)cc1NCc1ccccc1C,-1,-4,-3,6,0.0,3,-9,2
CCCCCCNCc1c(F)cccc1Cl,11,-14,-15,10,-0.3,0,17,-1
CCN(CC(=O)Nc1c(F)cccc1F)C(=O)c1cc(-c2cccs2)nn1-c1ccccc1,19,4,9,31,2.3,60*,-1,-1
CC(C)(C)NC(=O)c1cnn2c1NC(c1ccc(F)cc1)CC2C(F)(F)F (stereo not drawn),13,-16,21,19,-2.0,10,-7,2
O=C(CSc1ccc(Cl)cc1)Nc1ccc(NC(=O)c2ccco2)cc1,-10,-15,-11,-15,-1.1,14,1,-4
COc1ccc(C(=O)NC2CC2)cc1OC1CCN(Cc2ccccc2O)CC1,-7,1,4,7,2.2,4,-21,-1
CC(C)(C)c1ccc(NC(=S)NCCc2ccccn2)cc1,28,-34,-1,22,2.3,27,-26,-1
Cc1ccnc(NC(=O)CCc2c(C)nc3ncnn3c2C)c1,-7,9,6,-9,-0.8,5,-6,0
N=c1n(CCN2CCOCC2)c2ccccc2n1CC(=O)c1cccc([N+](=O)[O-])c1,-1,5,-9,8,-0.6,9,-5,-1
CCN(CC)c1ccc(NC(=O)c2cnccn2)cc1S(=O)(=O)Nc1ccc(OC)cc1,29,25,17,31,0.0,-8,-25,1
O=C(Nc1ccc(-c2nc3ccccc3s2)cc1)c1cc(-n2cnnc2)ccc1Cl,2,-11,-6,-6,3.3,13,-49,-3
COc1ccccc1C1C2=C(N=C3SCC(=O)N31)c1ccccc1CC2 (stereo not drawn),0,-5,10,4,0.9,-6,12,-2
Fc1ccc(Nc2nc(N3CCOCC3)nc(N3CCOCC3)n2)cc1,20,-15,2,22,2.0,33,-6,-2
COc1ccccc1C(=O)C1CCCN(C(=O)Nc2ccccc2F)C1 (stereo not drawn),25,-26,9,2,4.4,-12,-14,1
N#Cc1ccc(OCC(=O)OCC(=O)NCCC2=CCCCC2)cc1,16,8,1,4,0.8,-26,-22,0
CC1(C)Cc2ccccc2C(N/N=C/c2ccc(Cl)cc2)=N1,20,6,1,33,-0.9,24,11,-2
O=C(NCc1cccnc1)/C(=C/c1ccccc1)NC(=O)c1ccccc1,11,1,-6,13,0.7,24,18,-1
CCCCn1c(SCC(=O)Nc2cccc(OC)c2)nc2ccc(N3CCOCC3)cc2c1=O,12,-14,7,20,-0.3,2,-16,1
COc1ccc([N+](=O)[O-])cc1N(CC1CO1)S(=O)(=O)c1ccc(C)cc1 (stereo not drawn),15,-2,13,22,3.3,14,9,3
CCOC(=O)C1CCCN(C(=O)c2ccc3oc(Cc4ccccc4)nc3c2)C1 (stereo not drawn),16,-71,5,22,2.5,-87,-105,-5
CCN(CC(=O)NCC1CCCO1)S(=O)(=O)c1ccc(Cl)cc1 (stereo not drawn),-17,11,2,-2,1.4,-7,-15,-6
COc1ccc(N2CCN(C(=O)CCC(=O)N3Cc4ccccc4Oc4ncccc43)CC2)cc1,4,1,0,3,0.4,20,-9,-8
CCN(CCCNC(=O)Cn1ncc2c([nH]c3ccc(C)cc32)c1=O)c1ccccc1,-10,-11,-9,-10,0.1,24,-24,0
CCn1c(SCC(=O)O)nnc1-c1ccccc1,10,-1,-12,-5,2.9,20,-11,-1
CCC(C(=O)Nc1cc(OC)c(NC(=O)c2ccccc2)cc1OC)c1ccccc1 (stereo not drawn),9,-11,16,19,-1.2,-3,-29,-1
CC1CN(S(=O)(=O)c2cccc(C(=O)N=c3sccn3C)c2)CC(C)O1 (stereo not drawn),-8,10,-17,0,-0.4,6,-27,-4
O=C(COc1ccc(Cl)cc1)NNC(=O)c1ccc(=O)[nH]c1,-29,12,-23,-3,0.5,12,19,-1
C=CCNC(=S)N1CCN(CCN=CC2=C(O)CC(c3ccco3)CC2=O)CC1 (stereo not drawn),3,-1,8,-2,-0.5,-14,-5,0
ClCc1csc(N/N=C/c2cccs2)n1,20,-11,-2,41,1.6,-3,10,-1
NCCN=C1NS(=O)(=O)c2ccccc21,0,11,8,3,-0.9,-14,8,-2
C=CCOc1cccc(C2c3c(oc4ccccc4c3=O)C(=O)N2c2ccccn2)c1 (stereo not drawn),9,-22,-3,17,1.8,20,6,3
O=C(OCC(=O)N1CCc2ccccc21)c1c2c(nc3ccccc13)CCCCC2,32,-5,18,29,2.7,0,-9,0
Cc1scc(-c2n[nH]c(=S)n2C(C)c2ccccc2)c1C (stereo not drawn),42*,-4,43*,37,0.3,-14,-8,1

# Record cards (already shown).
# CCC(C(=O)Nc1cc(OC)c(NC(=O)c2ccccc2)cc1OC)c1ccccc1 (stereo not drawn) is listed as tim10-1 inh = 9; Jurkat NFkB inh = -11; TIM10 inh = 16; tim23-1 inh = 19; UPR CHOP act = -1.2; Mdm2-MdmX inh = -3; 697 NFkB inh = -29; UPR XBP1 act = -1
# COc1ccccc1C(=O)C1CCCN(C(=O)Nc2ccccc2F)C1 (stereo not drawn) is listed as tim10-1 inh = 25; Jurkat NFkB inh = -26; TIM10 inh = 9; tim23-1 inh = 2; UPR CHOP act = 4.4; Mdm2-MdmX inh = -12; 697 NFkB inh = -14; UPR XBP1 act = 1

# Shown tab-delimited: part of the list above.
SMILES	tim10-1 inh	Jurkat NFkB inh	TIM10 inh	tim23-1 inh	UPR CHOP act	Mdm2-MdmX inh	697 NFkB inh	UPR XBP1 act
CCCCn1c(SCC(=O)Nc2cccc(OC)c2)nc2ccc(N3CCOCC3)cc2c1=O	12	-14	7	20	-0.3	2	-16	1
COc1ccc([N+](=O)[O-])cc1N(CC1CO1)S(=O)(=O)c1ccc(C)cc1 (stereo not drawn)	15	-2	13	22	3.3	14	9	3
CCOC(=O)C1CCCN(C(=O)c2ccc3oc(Cc4ccccc4)nc3c2)C1 (stereo not drawn)	16	-71	5	22	2.5	-87	-105	-5
CCN(CC(=O)NCC1CCCO1)S(=O)(=O)c1ccc(Cl)cc1 (stereo not drawn)	-17	11	2	-2	1.4	-7	-15	-6
COc1ccc(N2CCN(C(=O)CCC(=O)N3Cc4ccccc4Oc4ncccc43)CC2)cc1	4	1	0	3	0.4	20	-9	-8
CCN(CCCNC(=O)Cn1ncc2c([nH]c3ccc(C)cc32)c1=O)c1ccccc1	-10	-11	-9	-10	0.1	24	-24	0
CCn1c(SCC(=O)O)nnc1-c1ccccc1	10	-1	-12	-5	2.9	20	-11	-1
CCC(C(=O)Nc1cc(OC)c(NC(=O)c2ccccc2)cc1OC)c1ccccc1 (stereo not drawn)	9	-11	16	19	-1.2	-3	-29	-1
CC1CN(S(=O)(=O)c2cccc(C(=O)N=c3sccn3C)c2)CC(C)O1 (stereo not drawn)	-8	10	-17	0	-0.4	6	-27	-4
O=C(COc1ccc(Cl)cc1)NNC(=O)c1ccc(=O)[nH]c1	-29	12	-23	-3	0.5	12	19	-1
C=CCNC(=S)N1CCN(CCN=CC2=C(O)CC(c3ccco3)CC2=O)CC1 (stereo not drawn)	3	-1	8	-2	-0.5	-14	-5	0
ClCc1csc(N/N=C/c2cccs2)n1	20	-11	-2	41	1.6	-3	10	-1
NCCN=C1NS(=O)(=O)c2ccccc21	0	11	8	3	-0.9	-14	8	-2
C=CCOc1cccc(C2c3c(oc4ccccc4c3=O)C(=O)N2c2ccccn2)c1 (stereo not drawn)	9	-22	-3	17	1.8	20	6	3

# The list goes on:
SMILES,tim10-1 inh,Jurkat NFkB inh,TIM10 inh,tim23-1 inh,UPR CHOP act,Mdm2-MdmX inh,697 NFkB inh,UPR XBP1 act
CC1CCCN(C(=O)C(C)Sc2nc(-c3ccccc3)cc(C(F)(F)F)n2)C1 (stereo not drawn),18,-18,-33,7,0.4,19,8,-1
CN(Cc1ccccc1)C(=O)N1CCOCC1,1,1,-5,0,-2.0,-21,1,-1
Cc1cc(F)ccc1S(=O)(=O)Nc1ccccc1C(=O)N1CCCC1,10,-13,5,14,-0.8,-13,12,-2
C=C(C)c1cccc(C(C)(C)NC(=O)N(Cc2ccccc2)Cc2ccco2)c1,15,5,7,14,-2.6,0,25,9
